Screens from PubChem BioAssay.
IDE cell activ – human IDE activators in live cells, primary screen, fluorescence polarization, HEK cells, FAbeta-B substrate; FAbeta-B cleavage; 0% vehicle, 100% cell-free pure enzyme wells; activation, % at 5.96 µM; hit rate 0.073% among 340,000; AID 493087, 2011;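 active means activation above the mean of all tested compounds plus 3 SD, set per screening campaign, cut at about 17% in these data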
CRFBP-R2 block – antagonists of CRF-BP/CRF-R2 complex, primary screen, cell-based, HEK293, calcium dye fluorescence, uHTS; CRF-induced calcium fluorescence; inhibition, % at 11.8 µM; hit rate 0.59% among 350,000;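 active means inhibition of the ligand-induced calcium signal above about 50% at the single tested concentration, limit read from the data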
CRFBP-R2 agonist – agonists of CRF-BP/CRF-R2 complex, primary screen, cell-based, HEK293, calcium dye fluorescence, uHTS; calcium dye fluorescence (FLIPR); percent of saturating CRF peptide response; activation, % at 13.2 µM; hit rate 0.46% among 350,000; AID 588473, 2011;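 active means activation of at least 50%, plus an integration ratio under a set limit after plate pattern correction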;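 further: plate controls were neutral control wells without compound for no effect and CRF at EC100 for full effect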
MEKK3 PB1 HTS – modulators of MEKK3-MEK5 PB1 binding, primary screen, biochemical, wildtype MEKK3, multiplex bead flow cytometry, Alexa488-MEK5 | Mitogen-activated protein kinase kinase kinase 3 (Homo sapiens), Q99759 | bead-based flow cytometry, Alexa488-MEK5 binding to MEKK3; actives lie on both sides; 0 = blocked by unlabeled MEK5, 100 = vehicle | binding response (% of control), % at 10 µM | hit rate 1.4% among 290,000 | AID 1529, 2009;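 active means binding response more than 3 SD above or below the average of its plate-row segment, actives on both sides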;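 further: Alexa488 bead fluorescence after subtracting the streptavidin-only scavenger bead signal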
IDE cell inh – human IDE inhibitors in live cells, primary screen, fluorescence polarization, HEK cells, FAbetaB substrate; FAbetaB cleavage; hit rate 0.41% among 320,000; inhibition, % at 5.59 µM; Insulin-degrading enzyme (Homo sapiens), P14735;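 active means percent inhibition above the average of all tested compounds plus 3 SD, set per screening campaign, cut at about 16% in these data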;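 further: IDE supplied by intact live HEK cells; FP after avidin binding of uncleaved biotin substrate so inhibition keeps polarization high; 0% = DMSO wells and 100% = 60 µM reference IDE inhibitor Ii1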
p-CIP stab down – p/CIP-EGFP fusion destabilizers, primary screen, fluorescence, F442A cells | decrease of EGFP signal, % at 10 µM | 16 h | hit rate 0.01% among 290,000 | AID 1984, 2009;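 active means EGFP signal decrease of at least 30% at 10 µM or well 3 SD below plate mean, unless failing retest; inactive means the rest, including hits failing retest or dose response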; further: some compounds called inactive have numbers as strong as hits; many of its hits are not listed in these tables
GalR3 antagonist – GalR3 antagonists in HEK293 cells, primary screen, cell-based, fluorescence readout | Galanin receptor type 3 (Homo sapiens), O60755 | HEK293 GalR3-CNG cAMP membrane potential fluorescence; galR3 body fused to GalR1 C-terminus | inhibition, % at 3 µM | hit rate 0.44% among 360,000 | AID 651719, 2012;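 active means inhibition above the screen-wide average plus 3 SD, cut at about 13% in these data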;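 further: forskolin and galanin both at EC90 stimulate the cells; cAMP rise reported by CNG channel membrane potential dye signal; 0% = forskolin plus galanin with DMSO and 100% = forskolin alone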
Target sequence (O60755 1-299 limits assumed): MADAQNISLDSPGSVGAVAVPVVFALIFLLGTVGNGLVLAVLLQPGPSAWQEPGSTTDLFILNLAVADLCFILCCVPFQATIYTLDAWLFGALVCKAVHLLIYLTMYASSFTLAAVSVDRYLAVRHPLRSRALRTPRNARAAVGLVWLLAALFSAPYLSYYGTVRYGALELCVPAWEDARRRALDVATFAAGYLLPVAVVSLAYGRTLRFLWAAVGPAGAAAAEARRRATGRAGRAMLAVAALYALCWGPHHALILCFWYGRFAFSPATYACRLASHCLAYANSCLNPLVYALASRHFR
PHOSPHO1 inh – PubChem AID 1565. hit rate 1.1% among 290,000. recombinant PHOSPHO1, absorbance phosphatase assay. inhibition, % at 13.3 µM; in the data active means inhibition above about 60%
Target sequence (Q8TCT1 whole entry, looked up): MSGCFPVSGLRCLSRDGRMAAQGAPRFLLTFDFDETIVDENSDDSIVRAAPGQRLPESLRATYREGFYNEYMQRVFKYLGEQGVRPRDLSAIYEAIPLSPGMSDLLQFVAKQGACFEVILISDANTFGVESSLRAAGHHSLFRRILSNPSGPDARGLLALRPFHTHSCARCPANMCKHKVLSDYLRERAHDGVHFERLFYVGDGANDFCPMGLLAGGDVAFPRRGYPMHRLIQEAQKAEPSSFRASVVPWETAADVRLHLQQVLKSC
CHRM4 PAM – human M4 muscarinic receptor positive allosteric modulators, primary screen, CHO-K1 cells, Fluo-8 calcium fluorescence. CHO-K1 hM4/Gqi5, ACh EC20; 0% = ACh EC20, 100% = maximal ACh. AID 624126, 2012. activation, % at 3 µM. hit rate 0.4% among 360,000;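 active means activation above its plate's cutoff, the mean activation of sample wells plus 3 SD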; further: some results filed as inactive read as strong as hits
Target sequence (P08173 whole entry, looked up): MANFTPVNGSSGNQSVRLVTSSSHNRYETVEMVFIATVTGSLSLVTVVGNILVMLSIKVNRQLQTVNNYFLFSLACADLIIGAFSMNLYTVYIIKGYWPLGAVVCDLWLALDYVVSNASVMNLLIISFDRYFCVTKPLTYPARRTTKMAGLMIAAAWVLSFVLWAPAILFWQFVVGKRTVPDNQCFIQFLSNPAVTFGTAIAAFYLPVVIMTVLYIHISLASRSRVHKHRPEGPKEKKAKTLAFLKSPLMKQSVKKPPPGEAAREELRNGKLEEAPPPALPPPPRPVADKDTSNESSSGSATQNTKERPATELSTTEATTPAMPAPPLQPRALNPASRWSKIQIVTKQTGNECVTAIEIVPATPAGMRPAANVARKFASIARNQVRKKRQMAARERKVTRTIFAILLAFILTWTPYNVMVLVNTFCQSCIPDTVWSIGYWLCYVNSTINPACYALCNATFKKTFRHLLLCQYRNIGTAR
Numbers without * were called inactive; nt = not tested or not shown.

Below each SMILES: MEKK3 PB1 HTS	CRFBP-R2 block	CRFBP-R2 agonist	GalR3 antagonist	PHOSPHO1 inh	IDE cell inh	CHRM4 PAM	p-CIP stab down	IDE cell activ
Cc1nc(-c2ccccc2)sc1-c1nc(-c2ccncc2)ncc1S(=O)(=O)c1ccccc1
→ nt	46	-2.3	-5	11	3	-2	3	6
CCOc1ccc(CCNC(=O)C2CCCN(c3nnc(-n4cccc4)s3)C2)cc1OCC (stereo unspecified)
→ 105	-3	-1.3	-1	54	1	7	-6	5
Cc1ccc(NC(=O)CNC2CCS(=O)(=O)C2)cc1C (stereo unspecified)
→ 101	0	-0.6	-2	11	nt	1	6	8
O=C(NCc1ccncc1)c1cc2ccccc2nc1Cl
→ 105	-5	0.4	-6	32	-5	7	-8	7
O=C(Nc1ccccc1C(=O)N1CCOCC1)C1COc2ccccc2O1 (stereo unspecified)
→ 101	4	-0.5	-5	-28	-1	-1	4	3
CC(C(=O)NCCS(=O)(=O)c1ccc(Br)cc1)S(=O)(=O)c1ccc(Cl)cc1 (stereo unspecified)
→ 103	4	-0.6	-12	11	-2	-1	0	2
O=C(CSc1ccc2c(c1)OCCO2)Nc1cccnc1
→ 78	4	-1.6	-2	2	8	-15	-23	-2
O=C(NCCS(=O)(=O)NCc1ccc(Cl)cc1)c1ccccc1
→ nt	-7	-1.9	-2	nt	5	2	nt	-3
CN1CCN(C(=S)Nc2ccc(Oc3ccccc3)cc2)CC1
→ 111	-9	-0.7	-7	-3	-3	-5	-2	0
CCCN1C(=O)COc2ccc(C(=O)c3ccccc3C(=O)O)cc21
→ 100	27	0.7	-5	40	0	6	-6	5
Cc1cc(NC(=O)COC(=O)COc2ccc(C(=O)c3ccccc3)cc2)no1
→ 100	6	2.4	0	22	3	0	-2	1
Cc1ccccc1C(=O)O/N=C(\N)c1cccc([N+](=O)[O-])c1
→ 100	-2	-1.4	-4	22	6	0	1	-7
O=C(CSc1nc(NS(=O)(=O)c2ccccc2)cc(=O)[nH]1)Nc1ccccc1C(F)(F)F
→ 98	23	0.6	-5	18	-3	1	-3	-2
Cc1ccc(C(=O)c2ccc(C)cc2)cc1
→ 101	34	0.6	1	20	4	7	-10	10
Cc1cc(SCc2ccc([N+](=O)[O-])cc2)nc(=O)[nH]1
→ 96	14	-1.9	-9	18	-2	1	-3	7
COc1ccc(-c2cn(-c3ccc(C)cc3C)c(=O)[nH]2)cc1OC
→ 115	0	-0.6	nt	36	1	4	-16	-1
CCOC(=O)C1=C(C(=O)OCC)N(CC)CCC1=O
→ nt	8	0.4	-2	nt	nt	4	nt	5
O=C(CN1C(=O)c2ccccc2C1=O)Oc1ccc(Cl)cc1
→ 104	9	-1.5	-10	28	3	1	5	4
c1ccc(NCc2nc(-c3ccccc3)no2)cc1
→ 109	24	-1.6	-4	48	0	2	-2	-6
CC[C@H]1c2[nH]c3ccccc3c2C[C@H]2C(=O)N(c3ccc(F)cc3)C(=O)N21
→ nt	-13	-2.5	2	nt	4	-6	nt	0
COc1ccccc1NC(=O)OC(C)c1ccc(Cl)cc1 (stereo unspecified)
→ 96	-17	1.0	-6	19	5	-5	-21	8
CCOC(=O)c1c(NS(=O)(=O)c2ccc(Br)cc2)sc2c1CCC2
→ 91	18	24	-6	nt	0	5	nt	-4
CCc1ccc(NC(=O)Cc2ccc(-n3cccc3)cc2)cc1
→ 98	10	-2.5	2	0	2	-1	-7	5
CCOC(=O)N1CCC(NC(=O)Cn2cc3c(n2)CCCC3)CC1
→ 106	16	-2.8	-1	-14	3	5	0	2
C/C=C/C(=O)N[C@@H]1c2ccccc2CC[C@@H]1OCc1ccccc1
→ nt	10	-1.9	2	nt	nt	6	nt	0
Cc1ccc(Nc2ncccc2C(=O)O)cc1C
→ 101	4	1.7	nt	8	3	-2	-18	-2
Cc1ccc(C)c(S(=O)(=O)N2CCN(C(=O)Nc3ccccc3)CC2)c1
→ 99	-5	-1.1	2	-36	3	6	-14	0
O=C(NCC1CCCO1)C1CCN(S(=O)(=O)c2cccc3cccnc23)CC1 (stereo unspecified)
→ 99	3	0.0	-1	10	6	9	-14	3
O=C(Nc1ccc2c(c1)OCCO2)NC1(C(F)(F)F)Oc2ccccc2O1
→ 100	-7	1.0	-2	-5	3	-8	-10	5
C/C(=N\NC(=O)c1c(Cl)c(C)nn1C)c1cccc(NC(=O)COc2ccccc2)c1
→ 99	33	3.4	-3	2	0	0	-4	1
O=C(/C=C/c1ccco1)NC1=NCCS1
→ 106	4	4.3	-9	-13	5	3	-3	4
COc1ccccc1CN1[C@@H](CC(=O)O)c2cc(F)ccc2S1(=O)=O
→ 107	9	-0.7	5	nt	4	12	nt	4
O=C1CSC(c2ccccn2)N1Cc1cn2ccccc2n1 (stereo unspecified)
→ 100	3	1.6	-1	-21	-1	6	-8	-5
C[C@H](CO)NC(=O)[C@H](C)[C@H]1C[C@]1(C)[C@H](NC(=O)OCc1ccccc1)c1ccccc1
→ 95	-2	-0.3	-5	-6	2	3	-6	0
Cc1cccc(N2C(=O)CN(Cc3cccs3)C2=S)c1
→ 103	13	-0.6	-7	-19	7	11	-4	2
CC(C)C(C(=O)NC1CCCC1)N(CC1CCCO1)C(=O)CNS(=O)(=O)c1ccc(F)cc1 (stereo unspecified)
→ 105	20	-0.4	-9	32	0	0	0	1
CC(O)c1cccc(NC(=O)CC(c2ccccc2)c2ccccc2)c1 (stereo unspecified)
→ 111	10	-1.2	-5	14	-4	1	-12	-5
CCc1nn(CC(=O)NCCN2CCN(C)CC2)c(=O)c2cc3occc3n12
→ 105	23	-1.1	1	-47	3	9	-2	6
O=C(O)C(Oc1ccc(Cl)cc1)c1ccc(Cl)cc1 (stereo unspecified)
→ nt	5	-1.1	-7	nt	nt	1	nt	3
CCOP(=O)(OCC)C(NC(=O)Nc1c(C)cc(C)cc1C)c1ccccc1 (stereo unspecified)
→ 96	-37	2.9	-5	16	-1	-3	5	2
Cc1nc(C2CCC3C4CCC5=CC(=O)CC[C@]5(C)C4CC[C@]23C)cs1 (stereo partly specified)
→ 112	nt	nt	-15	16	3	nt	-6	nt
CC1(NC(=O)CCc2nc3ccccc3c(=O)[nH]2)CCS(=O)(=O)C1 (stereo unspecified)
→ 99	-3	0.4	-6	-29	-2	-3	-50	3
CCOc1ccc(CCNC(=O)c2cc3sccc3n2C)cc1OCC
→ nt	37	-3.8	-4	7	-2	-6	-20	4
CCOC(=O)c1cnc2c(N=Nc3cccc(Cl)c3)c(N)nn2c1N
→ 104	nt	nt	-3	42	nt	nt	-5	nt
CCCc1nc(N2CCOCC2)c(C#N)c2c1CCCC2
→ 103	-20	0.9	-5	5	-1	-2	1	-2
Cc1ccc(OCC(=O)Nc2oc(-c3ccccc3)c(-c3ccccc3)c2C#N)cc1
→ 97	8	-0.1	-2	nt	4	-2	nt	6
Nc1nc(SCc2ccccc2)c2ncn(C3CCCO3)c2n1 (stereo unspecified)
→ nt	-12	-4.2	-4	nt	nt	4	nt	-2
CC(NC(=O)C1CC1)c1ccc(-c2ccccc2)cc1 (stereo unspecified)
→ 104	-7	0.6	-9	24	-4	-3	-10	-3
COc1ccc(NC(=O)CN(C)S(=O)(=O)c2cnc[nH]2)cc1OC
→ 99	5	-0.5	-2	12	-1	6	1	3
CC(=O)c1cccc(NC(=O)C2CCCC2)c1
→ 101	9	-0.7	2	20	7	10	-20	-2
O=C(NCCN1CCN(C(=O)c2c(F)cccc2F)CC1)C(=O)Nc1ccc(Cl)cc1
→ 95	-1	-0.6	-1	nt	-3	-4	-10	0
CC1CCN(C(=O)c2[nH]cnc2C(=O)Nc2ccccc2F)CC1
→ nt	-5	3.2	-4	nt	nt	-4	nt	nt
COc1ccc(CN2CCCCCC2)cc1
→ 102	7	-0.8	-9	14	4	-3	8	3
CC(=O)N1CCOc2ccc(S(=O)(=O)N3CCC(C(=O)Nc4ccc(F)cc4)CC3)cc21
→ 102	-9	0.4	-1	12	-7	-3	-21	-3
Cc1cccc(NC(=O)C2NC(=O)CC2c2ccccc2)c1C (stereo unspecified)
→ 102	-17	0.2	1	13	6	4	-11	4
CC(C)c1ccc(NC(=O)C(c2ccc3c(c2)OCO3)N2CCCCC2)cc1 (stereo unspecified)
→ 117	-32	6.4	1	0	3	-10	-10	1
O=C(CSc1nc2ccccc2c(=O)n1CC1CCCO1)Nc1ccc(F)cc1 (stereo unspecified)
→ 102	7	1.6	-9	-24	1	-2	-12	-1
COc1ccc2cc3c(N)nn(C(=O)C4CCC(C(C)(C)C)CC4)c3nc2c1 (stereo unspecified)
→ 115	-20	1.8	5	-9	-5	-7	2	13
S=c1[nH]nc(C2CCCCC2)n1/N=C/c1ccc(Br)s1
→ 102	11	0.8	-3	-37	2	-5	-2	-14
O=C(O)c1ccc(Nc2nc(-c3ccccc3)c3ccccc3n2)cc1
→ 101	-15	1.6	0	16	-3	-1	10	4

More results:
Below each SMILES: MEKK3 PB1 HTS	CRFBP-R2 block	CRFBP-R2 agonist	GalR3 antagonist	PHOSPHO1 inh	IDE cell inh	CHRM4 PAM	p-CIP stab down	IDE cell activ
Cc1ccc(S(=O)(=O)NCCn2nc(C)nc2C)cc1
→ 100	5	-0.7	-8	26	1	7	-6	5
CCCCOC(=O)/C(=C\c1ccc([N+](=O)[O-])o1)NC(=O)c1ccccc1
→ 88	-15	-0.6	5	11	4	-7	-7	9
Cc1ccc(/C=N/c2sc3c(c2C(N)=O)CCCC3)o1
→ 101	-11	-0.7	-5	-152	8	9	-6	2
COc1ccccc1NC(=O)C1=C(C)Nc2ncnn2C1c1ccccc1C (stereo unspecified)
→ 101	-16	-2.7	-5	-2	7	5	4	5
O=c1[nH]c2ccccc2cc1CN(Cc1cccnc1)S(=O)(=O)c1ccc(Cl)cc1
→ 88	-44	0.7	0	42	0	-7	-3	4
CC1(c2cccc(Br)c2)NC(=O)NC1=O (stereo unspecified)
→ 102	4	-1.1	-7	31	0	0	-12	3
CCOc1ccc(CN(C)C(=O)CNC(=O)c2ccc3ccccc3c2)cc1OC
→ 98	-7	1.2	-5	-9	17*	-2	-12	-6
COc1cc(C(CC(=O)O)n2cnnn2)ccc1OC(C)C (stereo unspecified)
→ 103	-17	0.4	3	19	6	2	-2	nt
O=C(COc1ccc(Cl)cc1Br)NC(=O)NC1CCCC1
→ nt	-5	-1.3	1	nt	nt	1	nt	5
C=CC[C@@H](CC(=O)N[C@H](CO)Cc1ccccc1)C(=O)N[C@@H](COC(=O)[C@@H](CC=C)CC(=O)OC(C)(C)C)Cc1ccccc1
→ nt	-18	-0.1	-3	nt	4	-10	nt	6
COc1cc(OC)cc(-c2nnc(SCc3ccc(C(=O)O)cc3)o2)c1
→ 104	-10	0.6	-2	14	4	4	-3	0
CCCC1=C(C(=O)OCC)C(c2cccs2)C(C#N)=C(N)O1 (stereo unspecified)
→ 106	16	7.2	-5	12	2	10	2	0
Cc1ccc(C(=O)N2CCOCC2)cc1Cl
→ 97	18	-0.9	-6	16	1	1	5	5
Cc1nc(-c2cccc(NS(=O)(=O)c3ccccc3)c2)cs1
→ 109	22	-3.1	5	-11	-2	6	-18	7
